CHRM4 antagonist = blocks acetylcholine activation of human M4 receptor | P08173 | CHO-hM4 cells, ACh EC80, Fluo-8 calcium fluorescence | inhibition, % at 3 µM | 360,000 compounds, 0.73% hits | AID 624125;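 active = inhibition above its plate's cutoff, the mean inhibition of sample wells plus 3 SD, cut at about 27% in these data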;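 note: 0% = acetylcholine EC80 with DMSO and 100% = DMSO without agonist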
Target sequence (P08173 whole entry, looked up): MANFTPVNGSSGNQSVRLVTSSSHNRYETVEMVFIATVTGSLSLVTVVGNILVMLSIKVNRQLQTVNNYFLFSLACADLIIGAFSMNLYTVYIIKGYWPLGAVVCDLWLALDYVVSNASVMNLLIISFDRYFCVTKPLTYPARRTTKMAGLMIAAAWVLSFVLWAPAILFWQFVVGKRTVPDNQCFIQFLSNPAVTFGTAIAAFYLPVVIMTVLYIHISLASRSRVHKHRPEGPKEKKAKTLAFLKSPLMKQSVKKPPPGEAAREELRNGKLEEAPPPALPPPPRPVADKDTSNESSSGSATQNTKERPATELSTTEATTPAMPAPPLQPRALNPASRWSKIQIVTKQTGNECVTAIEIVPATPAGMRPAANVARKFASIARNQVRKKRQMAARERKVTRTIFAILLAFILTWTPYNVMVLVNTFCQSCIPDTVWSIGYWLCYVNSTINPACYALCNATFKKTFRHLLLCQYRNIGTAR
M1 antag = human CHRM1 antagonism. CHO-K1 hM1, Fluo-8 calcium fluorescence, ACh EC80 antagonist. 360,000 compounds, 1.3% hits. AID 588852. P11229. inhibition, % at 3 µM;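 active = percent inhibition above its own plate's cutoff, namely the mean of that plate's compound wells plus 3 SD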;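 note: peak over basal fluorescence ratio during 140 s after agonist addition; 0% = ACh EC80 plus DMSO and 100% = DMSO alone without agonist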
CHRM1 agonist = human M1 muscarinic receptor agonism; CHO-K1 hM1, Fluo-8 calcium fluorescence, agonist mode; 0% DMSO, 100% acetylcholine EC100; activation, % at 3 µM; 360,000 compounds, 0.33% hits;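 active = activation above the run's mean compound activation plus 3 SD, cut at about 16% in these data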;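 note: peak over basal fluorescence ratio within a 140 s kinetic read after compound addition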
CHO-K1 Ca antag = M1 antagonist counterscreen hit in parental CHO-K1 cells; ATP-induced calcium, Fluo-8 fluorescence; inhibition, % at 3 µM; 360,000 compounds, 0.6% hits;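 active = inhibition above a per-plate cutoff, the plate's mean sample inhibition plus 3 SD, cut at about 24% in these data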;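 note: 0% = DMSO plus EC80 ATP and 100% = DMSO alone without ATP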
CHO parental Ca = counter-screen: ATP calcium response change in parental CHO cells | parental CHO-K1, ATP-induced calcium, Fluo-8 fluorescence | inhibition, % at 5.6 µM | 330,000 compounds, 0.63% hits;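 active = inhibition above that plate's mean sample inhibition plus 3 SD, cut at about 26% in these data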;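 note: 0% = ATP-challenged DMSO wells and 100% = DMSO wells without ATP; some compounds past the cut are filed as inactive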
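Material: Parental CHO cells | Reagent: ATP | Compound dosing: Single nominal dose of 5.6 µM per compound | Detection: Intracellular calcium via Fluo-8 no-wash fluorescent dye | Read-out: % inhibition of ATP-induced calcium mobilization | Benchmarks: Low control ATP plus DMSO, high control DMSO only | Replicates: Singlicate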
OXTR potentiator = human OXTR potentiation. P30559. CHO-OTR cells, Fluo-8 calcium fluorescence, potentiator mode; 0% = oxytocin EC15, 100% = EC100. activation, % at 3 µM. 320,000 compounds, 0.061% hits;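 active = activation above that plate's cutoff, the mean activation of tested compounds plus 3 SD, cut at about 6.6% in these data, passing the limit was not always enough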;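 note: 100% uses oxytocin at 75 nM as the full agonist control; some results filed as inactive read as strong as hits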
Target sequence (P30559 whole entry, looked up): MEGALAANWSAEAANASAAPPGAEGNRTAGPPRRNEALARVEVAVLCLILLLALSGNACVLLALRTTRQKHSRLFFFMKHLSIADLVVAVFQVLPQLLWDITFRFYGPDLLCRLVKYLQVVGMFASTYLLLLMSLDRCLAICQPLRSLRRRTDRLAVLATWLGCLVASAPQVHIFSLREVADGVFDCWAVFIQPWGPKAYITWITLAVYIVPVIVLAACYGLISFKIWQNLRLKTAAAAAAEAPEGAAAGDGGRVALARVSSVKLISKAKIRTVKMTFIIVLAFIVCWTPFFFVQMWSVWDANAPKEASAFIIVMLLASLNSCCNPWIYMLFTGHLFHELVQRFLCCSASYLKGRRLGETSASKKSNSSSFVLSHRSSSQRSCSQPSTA
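Assay system: CHO-OTR cells, human receptor / Also added: oxytocin at about EC15, sub-maximal agonist stimulus / Dosing: single dose, 3.0 µM nominal final compound concentration / Incubation: 6 min pre-incubation, 100 s read / Technique: Fluo-8 calcium dye fluorescence / Read-out: % activation vs EC15 and EC100 oxytocin / Benchmarks: EC15 oxytocin low, 75 nM oxytocin high / Replicates: singlicate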
CHRM4 agonist = agonists of human muscarinic M4 receptor (CHRM4). activation, % at 3 µM. 360,000 compounds, 0.14% hits. AID 624127. CHO-K1 hM4/Gqi5, Fluo-8 calcium fluorescence; vehicle 0%, full acetylcholine response 100%. P08173;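 active = activation above the run mean over all test wells plus 3 SD, cut at about 32% in these data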;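 note: peak over basal fluorescence ratio per well then scaled between controls; 0% = DMSO wells and 100% = acetylcholine at EC100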
M1 ag parental = M1 agonist counterscreen hit in parental CHO-K1 cells; Fluo-8 calcium fluorescence; scaled to maximal ATP response, vehicle zero; activation, % at 3 µM; 360,000 compounds, 0.48% hits; AID 602248; in the data active = activation above about 15%;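 note: untransfected CHO-K1 host cells lacking M1 receptor as counterscreen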
CHRM1 PAM = human CHRM1 positive allosteric modulation; P11229; CHO-K1 hM1, Fluo-8 calcium fluorescence, ACh EC20; 0% = ACh EC20, 100% = maximal ACh; activation, % at 3 µM; 360,000 compounds, 0.088% hits; in the data active = activation above about 19%, passing the limit was not always enough
An asterisk follows results filed as active; nt = no result given.

SMILES | CHRM4 antagonist | M1 antag | CHRM1 agonist | CHO-K1 Ca antag | CHO parental Ca | OXTR potentiator | CHRM4 agonist | M1 ag parental | CHRM1 PAM
O=C(CSc1nnc(-c2cccs2)n1-c1ccccc1)NCC1CCCO1 (stereo not given) | 3 | -3 | -3 | -11 | -16 | -5 | 1 | 0.7 | 8
Nc1nc(-c2cc(-c3ccccc3)no2)cs1 | 4 | -9 | -3 | -9 | -3 | -6 | 1 | 0.2 | 5
O=C(NC1CCCC1)c1cc(-c2ccccc2)nc2ccccc12 | -5 | -4 | -6 | 0 | -21 | -6 | 7 | 2.2 | 1
Cc1ccc(Nc2nc3ccccc3o2)cc1F | -8 | -19 | -5 | -9 | -1 | -11 | 0 | -0.1 | -4
Nc1cc(N)nc(SCc2cccnc2)n1 | 9 | -8 | -3 | -21 | 1 | -2 | 1 | 1.2 | 7
COc1ccccc1CNC(=O)C(=O)NCC1OCCCN1S(=O)(=O)c1ccc(F)cc1C (stereo not given) | -3 | -9 | 0 | -12 | -15 | -4 | 4 | 3.5 | 2
O=C(Nc1ccc2oc(=O)ccc2c1)c1cc2ccccc2o1 | -12 | -3 | 5 | -9 | -14 | -10 | 7 | 3.3 | 4
Cc1ccsc1/C=N/N=C1\C(=O)Nc2ccccc21 | 8 | 2 | 1 | 8 | -3 | -3 | 2 | 0.6 | 3
COc1ccc(N2CSC3=C(C#N)C(c4cc(OC)c(OC)cc4OC)CC(=O)N3C2)c(OC)c1 (stereo not given) | 3 | -8 | -6 | -1 | -5 | -11 | 1 | 1.6 | 7
C[C@@H](NC(=O)c1nc[nH]c1C(=O)NCC(=O)OCc1ccccc1)c1ccccc1 | 20 | 33* | -2 | -1 | -18 | -7 | 25 | 7.8 | -13
Cc1ccc(S(=O)(=O)N2CCOCC2)cc1NC(=O)CNCc1ccc(Cl)cc1Cl | -2 | 25 | -5 | -9 | -9 | -11 | 25 | 12 | -14
Cc1nonc1C(=O)N/N=C/c1ccc(O)cc1 | 0 | 4 | -4 | 0 | -3 | -5 | 1 | 1.0 | 0

Look-ups from the list:
COc1ccc(N2CSC3=C(C#N)C(c4cc(OC)c(OC)cc4OC)CC(=O)N3C2)c(OC)c1 (stereo not given) – CHRM1 PAM: 7
COc1ccccc1CNC(=O)C(=O)NCC1OCCCN1S(=O)(=O)c1ccc(F)cc1C (stereo not given) – M1 ag parental: 3.5

Other compounds
SMILES | CHRM4 antagonist | M1 antag | CHRM1 agonist | CHO-K1 Ca antag | CHO parental Ca | OXTR potentiator | CHRM4 agonist | M1 ag parental | CHRM1 PAM
Cc1ccc(C)c(N2CCN(C(=O)CN3C(=O)c4ccccc4C3=O)CC2)c1 | -1 | 22 | -1 | 7 | -9 | -13 | 11 | 7.8 | -11
COc1ccc(Nc2nc(N3CCOCC3)nc(N3CCOCC3)n2)cc1Cl | 2 | -17 | -4 | -5 | -19 | -16 | 0 | 0.2 | 6
O=C(O)CC(=O)Nc1ccc(Oc2ccc(C(F)(F)F)cn2)c(Cl)c1 | 3 | 10 | -3 | 0 | -4 | 0 | 2 | 0.0 | 4
CC(C)(C)c1cc(C(=O)N2CCc3ccccc32)ccn1 | -1 | 0 | 6 | 6 | -19 | -6 | 1 | 0.2 | 12
O=C(Nc1cccc(O)c1)N1CCOCC1 | -1 | -16 | 0 | -8 | 10 | -4 | 1 | 0.8 | 9
CN1CCN(c2ccc([N+](=O)[O-])cc2C(=O)c2ccc(Cl)cc2)CC1 | -5 | 16 | -5 | -17 | -21 | -19 | 3 | 0.8 | -19
CCOC(=O)C1CCN(C(=O)C2CCN(S(=O)(=O)CC)CC2)CC1 | 7 | -12 | -5 | -12 | -4 | -1 | 2 | -0.1 | 10
OC(CN1CCN(c2ccc(F)cc2)CC1)c1ccc(Cl)cc1 (stereo not given) | -9 | 2 | -10 | -14 | -24 | -11 | 3 | 5.9 | -11
COc1cc(CNCCO)ccc1OC1CCCC1 | -18 | -2 | -3 | -52 | -6 | 6 | 3 | 4.0 | 1
COc1ccc(CN2CCN(C(=O)c3ccc(S(=O)(=O)NCc4ccco4)cc3)CC2)cc1F | 7 | 3 | -1 | -3 | nt | nt | 11 | 4.8 | -3
COc1cc(-c2nc(CCNC(=O)c3ccco3)cs2)cc(OC)c1OC | 15 | 19 | -1 | 12 | -15 | -5 | 6 | 2.6 | -10
Cc1ccc(C2CC(c3ccccc3)=NN2c2ccccc2)o1 (stereo not given) | 2 | -6 | -8 | -12 | -31 | -7 | -1 | 0.1 | 7
OCCN1CCN(CC(O)COCC2COc3ccccc3O2)CC1 (stereo not given) | -4 | -3 | -3 | -11 | -4 | 1 | 0 | 0.1 | 8
COc1ccc(NS(=O)(=O)c2cccc(C(=O)NCC(c3ccco3)N(C)C)c2)cc1 (stereo not given) | -12 | -27 | -4 | -16 | -14 | -4 | 3 | 1.8 | 4
Cc1cc2nc(-c3cccc(NC(=O)c4ccc(Br)o4)c3C)oc2cc1C | -3 | 0 | -5 | -18 | -31 | -3 | 0 | 0.0 | -1
Nc1ncnc2c1ncn2C1CCCC1 | -4 | -6 | -2 | 1 | -4 | -1 | 0 | 0.2 | -3
COc1ccc(NC2CC(=O)N(C)C2=O)cc1 (stereo not given) | 2 | -7 | -2 | 3 | 2 | 5 | 0 | 0.3 | 5
CCCn1c(=O)c2[nH]cnc2n(-c2ccc(Cl)cc2)c1=O | 3 | -9 | -3 | -3 | 0 | -3 | 2 | 0.9 | 10
N#CC1C=Cc2c(ccc3ccccc23)N1C(=O)c1ccccc1 (stereo not given) | -2 | -9 | -7 | -19 | nt | nt | 0 | 0.6 | 8
COc1ccc(NC(=O)C2CCN(c3cc(-c4ccccc4)nc4ncnn34)CC2)cc1OC | 1 | 17 | -4 | -5 | -20 | -4 | -2 | 4.1 | -9
COc1ccc(N2CCN(Cc3nc4c(c(=O)[nH]c(=O)n4C)n3CCCc3ccccc3)CC2)cc1 | -5 | -20 | -4 | -19 | -37 | -8 | 0 | 3.4 | 17
COc1ccccc1Nc1nc(-c2cccc(N3C(=O)c4ccccc4C3=O)c2)cs1 | 0 | -5 | -4 | 1 | -15 | -8 | -1 | -0.2 | 3
O=C(COc1ccc(S(=O)(=O)NCc2ccccc2)cc1Cl)NCC1CCCO1 (stereo not given) | 6 | 13 | -7 | -3 | -17 | 1 | 3 | 1.1 | -6
CCOC(=O)[C@]12CCC=C1N(Cc1ccc3c(c1)OCO3)C(=O)[C@H](CC(=O)NCc1ccccc1)C2 | -21 | nt | nt | -10 | nt | nt | 1 | -0.2 | nt
CCS(=O)(=O)n1nc(-c2ccc(Cl)cc2)nc1SC | -6 | -5 | -6 | 11 | -19 | -2 | -3 | 0.1 | -1
CSc1ccc(CN(C)C(=O)c2cccc(S(=O)(=O)N3CCN(Cc4ccccc4)CC3)c2)cc1 | 10 | 17 | 0 | 11 | 18 | -16 | 12 | 12 | -8
CCOc1cc(/C=N/O)ccc1OCc1ccc(F)cc1 | 3 | -4 | -13 | -6 | -9 | -7 | 0 | -0.4 | 10
Cc1c(C(=O)c2ccccc2)c2ccccn2c1CCC#N | 22 | 7 | -1 | -20 | -6 | -21 | 1 | 0.0 | -2
O=C(O)c1cc(-c2ccncc2)nc2ccc(S(=O)(=O)N3CCOCC3)cc12 | 3 | -6 | 1 | -16 | -10 | -3 | -1 | -0.5 | 14
CN(C)CCCN1C(=O)C(=O)/C(=C(/O)c2ccncc2)C1c1cccc(Br)c1 (stereo not given) | 13 | 0 | -2 | 3 | 9 | -4 | 0 | 0.1 | 2
O=C(Nc1ccccc1N1CCOCC1)c1cccc(Oc2ccccc2)c1 | 9 | -10 | -6 | -10 | -15 | -5 | 4 | -0.2 | 9
C=CCc1ccc(OCCCOc2ccc(C(=O)O)cc2)c(OC)c1 | 6 | -2 | -6 | -3 | -6 | -16 | 1 | 0.9 | 7
N#Cc1ccccc1NC(=S)NC(=O)C1CCC1 | 1 | -7 | -3 | -5 | nt | nt | 0 | 0.2 | 4
CSc1cccc(NC(=O)c2ccco2)c1 | 0 | -5 | -4 | 16 | 3 | 1 | 0 | -0.3 | 4
COc1ccc(NC(=O)N(CCN2CCCC2)Cc2cc3cc(OC)c(OC)cc3[nH]c2=O)cc1 | 18 | 3 | -4 | 0 | -5 | -6 | 0 | -0.2 | 2
Cc1nn(-c2ccccc2)c(C)c1NC(=O)COC(=O)c1ccc(NC(=O)CC#N)cc1 | 1 | -3 | 2 | -6 | -9 | -7 | 14 | 7.1 | 6
CCSc1nnc(Cn2c(=O)sc3ccccc32)n1-c1ccc(OC)cc1 | 6 | -11 | -4 | 5 | -17 | 3 | 0 | 0.0 | 3
C[N+]1(CCOC(=O)C2(c3ccccc3)CCCC2)CCCCC1 | 97* | 100* | -6 | -9 | -8 | -8 | 0 | 0.2 | -23
CC(C)(C)NCCCCOc1ccc(F)cc1 | 9 | -4 | -8 | -2 | -2 | -3 | 2 | 0.2 | 5
COc1cc(OC)c(OC)cc1/C=N/Nc1ncnc2c1[nH]c1ccc(C)cc12 | 5 | -20 | -1 | -11 | -11 | -1 | 0 | 0.1 | -1
COc1cc(/C=C2\SC(=S)N(C(C(=O)O)c3ccccc3)C2=O)ccc1O (stereo not given) | 22 | 6 | 17* | 7 | 21 | -12 | 40* | 29* | -9
CC(OCCN1CCCC1)(c1ccc(F)cc1)c1ccc(F)cc1 | 47* | 92* | -8 | -6 | -8 | -4 | 4 | 2.4 | -20
CCCNC(=O)C1(C)CCN(C(=O)c2cccc(Cl)c2)C1 (stereo not given) | 5 | -2 | -1 | 17 | nt | nt | 1 | -0.1 | 0
CN(C)c1oc(/C=C/c2cccs2)nc1S(=O)(=O)c1ccccc1 | -6 | -12 | -1 | 0 | -21 | 3 | 1 | 0.8 | 11
Cn1c(=O)c2c(nc(Sc3ncccn3)n2Cc2ccccc2Cl)n(C)c1=O | 13 | -4 | -7 | -14 | -16 | -1 | 1 | 0.3 | 3
COc1ccc(S(=O)(=O)N(C)C[C@H]2Oc3c(cccc3N(C)C)C(=O)N([C@H](C)CO)C[C@@H]2C)cc1 | -8 | 2 | -9 | 1 | -20 | -3 | 2 | -0.4 | -2
COc1ccc(/C=C2\N=C(SC)SC2=O)cc1OC | 6 | -3 | -3 | -18 | -15 | -7 | 1 | 2.0 | -1
CC1CCN(C(=O)CN(C2CCCCC2)S(C)(=O)=O)CC1 | 0 | -13 | -4 | 7 | -5 | -8 | 1 | 0.0 | -1
COc1cccc(NC(=O)Cn2cnc3c(oc4nc5c(cc43)CCCC5)c2=O)c1 | -6 | -10 | -1 | -14 | -26 | 0 | 2 | 0.7 | 8
O=C(O)c1ccc(Nc2ncc([N+](=O)[O-])cc2[N+](=O)[O-])cc1 | -1 | 3 | -6 | 10 | -8 | 2 | 0 | 2.8 | 8
CCOC(=O)Cn1c(S(=O)(=O)Cc2ccccc2)nc2ccccc21 | -21 | -4 | 3 | 6 | -3 | 2 | 2 | 0.1 | 7
